Bioassay records (PubChem BioAssay)
Epigenetic reg – Quantitative High-Throughput Screen for Regulators of Epigenetic Control | hit rate 0.2% among 280,000 | murine LDR cells, GFP reporter derepression, 30 h | Potency, µM (doses to about 53.9 µM), inactives show at the top dose GFP activation, actives largely listed as activators; note: % of control where 0% means no effect; nearly all actives have a fitted effect of over 60% in size
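In this reporter-derepression format, murine cells bearing a silenced integrated CMV-GFP locus incubate with test compound (30 h, 37 C), then are washed and imaged; fluorescent objects of 20–120 um count as induced cells.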
SMN2 splice enh – qHTS Assay for Enhancers of SMN2 Splice Variant Expression; HEK293 SMN2-luciferase splicing reporter, luminescence, 30-36 h; Potency, µM (titrated, usually from 46.1 µM), inactives show at the highest dose activity change, positive = activation, usual class: activators; hit rate 2.8% among 210,000; AID 1458, 2008; note: % of control where 0% means no effect; nearly all actives have a fitted effect of over 55% in size
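HEK293 cells carry an SMN2 […]–luciferase reporter in which exon 7 inclusion puts luciferase in frame. Cells were plated 10-12 h before compound addition, then incubated 30-36 h at 37C. ONE-Glo luminescence was read; sodium butyrate at 4.5 mM final served as control.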
JMJD2E inh – qHTS Assay for Inhibitors of Human Jumonji Domain Containing 2E (JMJD2E); JMJD2E catalytic domain, FDH-coupled NADH fluorescence (FDH is formaldehyde dehydrogenase); Potency, µM (doses to about 57.1 µM), for the others: top-dose activity change, negative = inhibition, hits mostly inhibitors; hit rate 1.6% among 230,000; AID 2147, 2009; active = well fitted inhibition curve with a large enough effect, not every such curve was filed as active; inconclusive = small, poorly fitted or top-dose-only effect, or another doubt; inactive = no such curve, though single readings can be large or run the other way;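 note: 0% = wells with enzyme and -100% = buffer wells without enzyme; nearly all actives have a fitted effect of over 50% in size; many of its hits are not listed in these tables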
Target sequence (B2RXH2 1-337 limits assumed): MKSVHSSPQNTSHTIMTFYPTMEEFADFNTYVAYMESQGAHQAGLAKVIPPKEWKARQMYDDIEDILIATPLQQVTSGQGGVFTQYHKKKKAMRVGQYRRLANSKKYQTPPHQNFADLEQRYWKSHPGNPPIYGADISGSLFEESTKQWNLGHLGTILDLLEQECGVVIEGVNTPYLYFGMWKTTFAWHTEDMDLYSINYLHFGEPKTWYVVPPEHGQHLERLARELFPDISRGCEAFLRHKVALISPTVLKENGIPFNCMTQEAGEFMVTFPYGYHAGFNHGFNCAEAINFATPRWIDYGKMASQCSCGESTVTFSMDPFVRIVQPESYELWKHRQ
NPSR antag – qHTS Assay for Antagonists of the Neuropeptide S Receptor: cAMP Signal Transduction; Q6W5P4; CHO-NPSR cells, cAMP TR-FRET, antagonist mode; Potency, µM (doses to about 38.3 µM), for inactives: top-dose activity change, negative = inhibition, actives largely listed as inhibitors; hit rate 1% among 220,000; AID 1461, 2008; note: % is set by controls: 0 for no effect and ±100 for the full control effect; nearly all actives have a fitted effect of over 50% in size; many of its hits are not listed in these tables
IMPase Li inh – qHTS Assay for Identifying the Cell-Membrane Permeable IMPase Inhibitors: Potentiation with Lithium; CHO-M1 cells, IP1 TR-FRET (IP-One), carbachol + lithium; Potency, µM (highest dose often 59.4 µM), inactives show at the highest dose activity, negative = IMPase inhibition, most hits filed as inhibitors; hit rate 0.35% among 210,000; AID 1457, 2008;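 note: IP1 builds up when IMPase is blocked and the TR-FRET signal falls; plate controls were basal vehicle for no effect and high inhibitor control for full effect; nearly all actives have a fitted effect of over 50% in size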
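CHO cells stably expressing M1 receptor (2000/well) were cultured 16–30 h, then exposed to compounds with a small lithium addition for 30 min at 37C. IP1 was measured by TR-FRET competition; AC50 from Hill fits.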
GoLoco inh red – qHTS Assay for Inhibitors of RGS12 GoLoco Motif Activity (Red Fluorophore) | Guanine nucleotide-binding protein G(i) subunit alpha-1 (Homo sapiens), P63096 | Potency, µM (series often up to 61.6 µM), without a hit: top-dose activity, negative = inhibition, actives largely listed as inhibitors | hit rate 0.44% among 230,000 | AID 880, 2007 | Gai1:RGS12 GoLoco peptide FP, rhodamine, 10 min; active = well fitted inhibition curve with a large enough effect, not every such curve was filed as active; inactive = no such curve, though single readings can be large or run the other way; note: % is set by controls: 0 for no effect and ±100 for the full control effect; nearly all actives have a fitted effect of over 30% in size; many of its hits are not listed in these tables
RECQ1 helicase – qHTS Assay for Inhibitors of RecQ-Like Dna Helicase 1 (RECQ1); ATP-dependent DNA helicase Q1 (Homo sapiens), P46063; hit rate 0.54% among 240,000; Potency, µM (highest dose often 57.3 µM), without a hit: top-dose activity, negative = inhibition, actives largely listed as inhibitors; RECQ1 DNA unwinding, red fluorescence kinetic read; AID 2549, 2010;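 note: plate controls were vehicle for no effect and no enzyme for full effect; nearly all actives have a fitted effect of over 30% in size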
Target sequence (P46063 whole entry, looked up): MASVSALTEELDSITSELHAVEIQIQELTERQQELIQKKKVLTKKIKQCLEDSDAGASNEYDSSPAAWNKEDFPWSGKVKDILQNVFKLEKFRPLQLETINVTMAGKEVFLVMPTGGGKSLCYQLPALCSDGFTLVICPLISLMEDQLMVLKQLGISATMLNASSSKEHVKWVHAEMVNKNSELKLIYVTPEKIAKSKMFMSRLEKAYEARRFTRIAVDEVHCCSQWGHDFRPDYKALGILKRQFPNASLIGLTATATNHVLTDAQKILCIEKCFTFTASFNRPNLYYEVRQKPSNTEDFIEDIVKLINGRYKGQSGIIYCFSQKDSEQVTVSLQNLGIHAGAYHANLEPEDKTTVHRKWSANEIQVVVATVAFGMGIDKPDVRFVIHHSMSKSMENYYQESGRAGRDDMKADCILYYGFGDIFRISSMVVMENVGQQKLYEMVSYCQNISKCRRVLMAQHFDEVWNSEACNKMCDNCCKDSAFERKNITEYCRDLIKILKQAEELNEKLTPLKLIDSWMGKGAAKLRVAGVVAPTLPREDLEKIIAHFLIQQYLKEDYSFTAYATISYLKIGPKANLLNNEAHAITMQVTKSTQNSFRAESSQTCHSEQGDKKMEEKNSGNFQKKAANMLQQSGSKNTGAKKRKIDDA
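50 nM RECQ1T1 preincubated 15 min with compound in Tris pH 8.0 buffer with MgCl2, DTT, Tween-20 and 2.5 ug/ml poly(dI-dC); started with 200 nM TAMRA/BHQ-2 forked duplex and 2 mM ATP. Unwinding read as fluorescence (525/598 nm), two reads 2 h apart.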
KinaseGlo FLuc – Counterscreen for Luciferase (Kinase-Glo TM) Inhibition; Luciferin 4-monooxygenase (Photuris pensylvanica), Q27757; Kinase-Glo luciferase, ATP luminescence, 8 min; Potency, µM (titrated, usually from 38.3 µM), for the others: at the top dose activity change, negative = inhibition, actives largely listed as inhibitors; hit rate 0.28% among 200,000; AID 1379, 2008; note: % is set by controls: 0 for no effect and ±100 for the full control effect; nearly all actives have a fitted effect of over 60% in size
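Recombinant Kinase-Glo luciferase, 10 uM ATP (linear range), luciferin; imidazole pH 7.2 / KCl / MgCl2 / Tween / BSA buffer; 8 min RT; luminescence.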
* hit, by the source's call; i = inactive; u = inconclusive; x = not tested or not shown; [ ] = dose if it differs, or a comment. Unless noted, calls come from the whole dose curve; as a rule, active = well fitted curve in the direction sought with a large enough effect; inconclusive = small, poorly fitted or top-dose-only effect, or another doubt; inactive = no such curve, though single readings can be large; an effect the other way counts as inactive or inconclusive. Potency is the fitted concentration of half-maximal effect.

Second line of a record – Epigenetic reg	SMN2 splice enh	JMJD2E inh	NPSR antag	IMPase Li inh	GoLoco inh red	RECQ1 helicase	KinaseGlo FLuc
1. C1CCCCCC2(CCCCC1)OCC(CN1CCOCC1)O2 (stereo not given)
→ 0.9%	-5%[1.84 µM]	-12%	-22%	-29%	-4%	-6%	-3%
2. CCCCCc1nc2c(C#N)c(-c3ccc(Cl)cc3)ccn2n1
→ -1.1%	2%	u	-29%[46.1 µM]	12%[38.3 µM]	-13%	-6%	-1%
3. COc1ccc2c(c1)cc1n2CCN=C1NCCO
→ 0.4%	23%	u	-4%[46.1 µM]	8%[38.3 µM]	11%	-6%	17%
4. COc1ccc(/C=N/N2CCOCC2)cc1Cn1nc(C)c([N+](=O)[O-])c1C
→ -0.3%	x	0%	9%[7.67 µM]	x	3%	-8%	x
5. Cc1ccc(-c2nc(C)sc2CC(=O)OCC(=O)Nc2c(F)cccc2F)cc1
→ 0.0%	7%	4%	2%	3%	2%	-7%	3%
6. CCc1ccc(NC(=O)c2cnn3ccccc23)cc1
→ -0.2%	1.8µM*	7%	u	-7%[38.3 µM]	-5%	-1%	-18%
7. Cn1nccc1C(=O)Oc1ccc(/C=N/NC(=O)c2ccccc2O)cc1
→ -3.1%	-17%	u	-12%	23%	3%	-11%	-2%
8. O=C(O)CC(C(=O)O)N1C(=O)/C(=C/C=C/c2ccco2)SC1=S (stereo not given)
→ 0.0%	x	11µM*	-10%	x	-4%	4µM*	x
9. O=C(OCn1ncc(Cl)c(Cl)c1=O)c1ccc(F)cc1
→ 0.1%	-65%[inhibitor]	2%	u	-4%[38.3 µM]	-7%	-11%	-1%
10. CC1CCN(C2CCN(S(=O)(=O)c3ccc(F)cc3)CC2)CC1
→ -3.2%	0%	-26%	-24%[46.1 µM]	5%[38.3 µM]	-1%	-1%	0%
11. COc1ccc(/C=C/C(=O)c2ccoc2)cc1
→ 0.0%	-15%	u	-8%[46.1 µM]	1%[38.3 µM]	15%	-4%	-7%
12. COC(=O)c1ccc(CSc2nc3c(cnn3-c3ccc(C)cc3)c(=O)[nH]2)o1
→ -1.0%	-12%	0%	-26%	9%	3%	-3%	-2%
13. CCN(CC)C(=O)C1=C(C)NC(=O)NC1c1c(F)cccc1Cl (stereo not given)
→ 0.0%	-5%	2%	4%[46.1 µM]	13%[38.3 µM]	-1%	-5%	-3%
14. COc1cc(O)ccc1C(C)=O
→ -0.1%	3%	-9%	x	-6%	0%	-18%	0%
15. CCS(=O)(=O)N1CCC(C(=O)NCc2ccco2)CC1
→ -1.8%	-14%	-5%	-2%[46.1 µM]	-13%[38.3 µM]	-4%	-18%	-1%

Some entries already given with just NPSR antag:
entry	Compound	NPSR antag
3	COc1ccc2c(c1)cc1n2CCN=C1NCCO	-4%[46.1 µM]
4	COc1ccc(/C=N/N2CCOCC2)cc1Cn1nc(C)c([N+](=O)[O-])c1C	9%[7.67 µM]

(continued)
Second line of a record – Epigenetic reg	SMN2 splice enh	JMJD2E inh	NPSR antag	IMPase Li inh	GoLoco inh red	RECQ1 helicase	KinaseGlo FLuc
16. CCOC(=O)N1CCN(S(=O)(=O)c2ccc3[nH]c(=O)sc3c2)CC1
→ 0.0%	-16%	-1%	-16%[46.1 µM]	-5%[38.3 µM]	2%	i	3%
17. C#CC[N+]1(CC#Cc2ccc(C)cc2)CCCCC1
→ 5.9%	11%	-7%	23%	20%	10%	7%	1%
18. CCc1c(O)cc2n(c1=O)-c1ccccc1C2(C)C
→ -3.5%	-11%	1%	2%[46.1 µM]	-2%	13%	-6%	-4%
19. CC12C(=O)N(c3ccccn3)C(=O)C1C1C=CC2C1 (stereo not given)
→ -2.7%	11%	10%	7%[46.1 µM]	-6%[38.3 µM]	0%	-11%	-3%
20. Cc1ccc2cccc(NC(=S)NC(=O)c3ccnn3C)c2n1
→ u	27%	5%	22%[46.1 µM]	6%	4%	-1%	1%
21. Cc1ccc(N2C(=O)c3ccc(C(=O)N4CCN(Cc5ccccc5)CC4)cc3C2=O)cc1
→ 3.0%	x	-6%	3%	x	-6%	-8%	x
22. CC(C)(C)n1nc2c(c1NC(=O)CCCc1ccccc1)CS(=O)C2 (stereo not given)
→ -1.7%	6%	-2%	5%[46.1 µM]	-2%[38.3 µM]	20%	-9%	-3%
23. O=S(=O)(Nc1cccc(-c2ccc3nncn3n2)c1)c1ccc(Cl)s1
→ -1.2%	8%	1%	-28%	0%	10%	-3%	-3%
24. O=C(CP(=O)(c1ccccc1)c1ccccc1)Nc1nc2ccc(Cl)cc2s1
→ 7.2%	x	-6%	-27%	x	-6%	5%	x
25. CCCC(=O)NC(=S)Nc1ccccc1N1CCOCC1
→ 1.0%	-5%	-2%	11%	-4%	7%	-1%	1%
26. COc1ccc(N2CCN(Cc3nc(-c4ccc(Cl)cc4Cl)no3)CC2)cc1
→ 13%	-18%	1%	-13%[46.1 µM]	13%	-6%	i	-1%
27. CC(C(=O)Nc1ccc(F)c(F)c1F)N(C)CC(=O)Nc1ccccc1Br (stereo not given)
→ 1.1%	-2%	3%	-10%	-1%	4%	-8%	4%
28. C=CCn1c(COc2cccc(C)c2C)nnc1SCC(=O)N1CCN(c2ccccc2)CC1
→ 1.0%	-51%[inhibitor]	-11%	-3%	19%	16%	-12%	2%
29. COc1ccc(CC2(CO)CCN(Cc3ccncc3)CC2)cc1
→ -1.1%	1%	u	-3%	10%	1%	i	-1%
30. CCN(CCCNC(=O)CCn1c(=O)[nH]c2ccccc2c1=O)c1ccccc1
→ -1.0%	0%	7%	-13%[46.1 µM]	5%[38.3 µM]	11%	-5%	15%

No. | molecule | Epigenetic reg | SMN2 splice enh | JMJD2E inh | NPSR antag | IMPase Li inh | GoLoco inh red | RECQ1 helicase | KinaseGlo FLuc
31 | CSc1ccc(CN2CCN(CC=C(C)C)C(CCO)C2)cc1 (stereo not given) | 0.0% | -15% | u | 10% | 18% | 8% | i | -5%
32 | Cc1occc1C(=O)NNS(=O)(=O)c1ccc(Cl)cc1 | -0.1% | 15% | -4% | 9% | -2% | -7% | -6% | 2%
33 | C=CCn1c(=O)/c(=C/c2ccc(F)cc2)s/c1=C(\C#N)c1nnc2n1CCCCC2 | 1.0% | x | -2% | u | x | x | i | x
34 | COC(=O)/C(C#N)=C(/Nc1ccc(F)c(Cl)c1)C(F)(F)F | -0.1% | x | -2% | 18% | x | 3% | -1% | x
35 | CCOc1ccc2cc(C3CC(c4ccco4)=NN3S(C)(=O)=O)c(=O)[nH]c2c1 (stereo not given) | -1.2% | x | u | 3% | x | 65%[activator] | 9% | x
36 | O=C(NC1CCCCC1)C1CCN(c2nnnn2-c2ccccc2)CC1 | 0.4% | -5% | -17% | -9%[46.1 µM] | -19%[38.3 µM] | 3% | -14% | -2%
37 | COC(=O)c1cc(C)sc1NC(=S)N1CCN(CCc2ccccc2)CC1 | 1.2% | -21% | 8% | -21% | 8% | 35%[activator] | 8% | 0%
38 | Cc1cccc(C)c1NC(=O)C(c1cccc([N+](=O)[O-])c1)N(C)C(=O)c1ccccn1 (stereo not given) | -0.9% | x | -3% | -10%[46.1 µM] | x | x | 0% | x
39 | COC(=O)c1cn(NC(=O)c2ccncc2)c(=O)c2ccccc12 | 5.1% | -6% | -4% | -27%[46.1 µM] | 21%[38.3 µM] | 11% | -9% | -2%
40 | COc1ccc(/C(O)=C/c2nc3ccc(C(=O)NCCc4cccc(C)c4)cc3[nH]c2=O)cc1OC | 18µM* | 18% | -24% | -7% | -11% | 57%[activator] | -3% | -6%

Random excerpt: two entries already listed.
No. | molecule | Epigenetic reg | SMN2 splice enh | JMJD2E inh | NPSR antag | IMPase Li inh | GoLoco inh red | RECQ1 helicase | KinaseGlo FLuc
36 | O=C(NC1CCCCC1)C1CCN(c2nnnn2-c2ccccc2)CC1 | 0.4% | -5% | -17% | -9%[46.1 µM] | -19%[38.3 µM] | 3% | -14% | -2%
37 | COC(=O)c1cc(C)sc1NC(=S)N1CCN(CCc2ccccc2)CC1 | 1.2% | -21% | 8% | -21% | 8% | 35%[activator] | 8% | 0%

Continuation.
No. | molecule | Epigenetic reg | SMN2 splice enh | JMJD2E inh | NPSR antag | IMPase Li inh | GoLoco inh red | RECQ1 helicase | KinaseGlo FLuc
41 | COc1ccc(C(=O)Nc2nc(C)c3cc4c(cc3n2)OCO4)cc1 | 1.0% | 10% | u | u | u | 14% | -7% | 0%
42 | Clc1cccc(Nc2c3c(nc4ncnn24)CCC3)c1 | -3.4% | -43%[inhibitor] | -17% | -21%[46.1 µM] | 21% | 2% | -3% | 6%
43 | COc1ccc(N2CCN(C(=O)c3ccc(F)cc3)CC2)c([N+](=O)[O-])c1 | 0.1% | -15% | 0% | -17% | 9% | 7% | -5% | -1%
44 | COc1cc(S(=O)(=O)N2CCCCC2)ccc1NC=O | -3.3% | -4% | 6% | 4%[46.1 µM] | -13%[38.3 µM] | 9% | i | 0%
45 | COc1cc(OC)c(C(=O)Nc2ccc(S(=O)(=O)Nc3ncccn3)cc2)cc1OC | 0.0% | u | -22% | u | 19%[38.3 µM] | 13% | -1% | 4%
46 | COCCn1nnnc1C(c1cccs1)N1CCN(c2nc3ccccc3s2)CC1 (stereo not given) | -1.0% | -55%[inhibitor] | 0% | -21%[46.1 µM] | 32%[activator][38.3 µM] | 1% | -1% | 1%
47 | Cc1ccc(CNC(=O)/C=C/c2c(Cl)cccc2Cl)cc1 | -1.9% | 19% | 0% | 17% | -5% | -1% | 0% | -1%
48 | COC(=O)c1ccccc1NC(=O)Nc1cc(C)cc(C)n1 | 0.0% | -3% | u | -4%[46.1 µM] | 5%[38.3 µM] | 4% | -9% | 0%
49 | O=C(c1ccccc1)N(c1ccccc1)C1C=CS(=O)(=O)C1 (stereo not given) | 0.0% | -1% | -2% | -2%[46.1 µM] | -15%[38.3 µM] | -3% | i | -5%
50 | O=C(/C=C/c1ccco1)Nc1ccccn1 | 1.0% | 8.9µM* | -4% | u | -1% | 2% | -8% | u

Only part of the results is shown; count on the stated rates, not on these rows.
